Assay outcomes (PubChem)
KCNQ1 inh: inhibitors of human KCNQ1 potassium channel | CHO-K1 KCNQ1, FluxOR thallium flux fluorescence; hits give high values | B-score at 10 µM | 1.3% of 310,000 active | AID 2642;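 active = compounds whose thallium flux B-score, printed positive for inhibition, exceeds three library SD while starting fluorescence stays within three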;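 also: channel opened by potassium depolarization with thallium stimulus after 20 min compound exposure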
RGS4 inh: human RGS4 inhibition; P49798; HEK293 M3R/RGS4 inducible, Fluo-4 calcium flux; hits give high values; triggered by carbachol at its EC20; B-score at 10 µM; 0.45% of 310,000 active;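 active = B-score, a plate-corrected calcium signal, over three deviations above library mean, with baseline fluorescence within five deviations of library mean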;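 also: RGS4 expression induced by doxycycline in cells with stable M3 receptor; B-score is computed from the integrated fluorescence ratio over baseline after carbachol; higher B-score means a larger calcium signal and so more RGS4 inhibition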
Target sequence (P49798 whole entry, looked up): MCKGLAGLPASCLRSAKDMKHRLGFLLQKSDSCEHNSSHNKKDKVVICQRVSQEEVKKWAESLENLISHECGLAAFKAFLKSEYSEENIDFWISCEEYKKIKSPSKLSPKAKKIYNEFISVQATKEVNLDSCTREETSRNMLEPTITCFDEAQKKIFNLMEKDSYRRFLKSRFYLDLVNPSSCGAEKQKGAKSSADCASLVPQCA
RGS4 pot: potentiators or activators of RGS4; HEK293 M3R/inducible RGS4, carbachol calcium flux Fluo4; hits give low values; B-score at 10 µM; 0.92% of 310,000 active; AID 463111;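 active = B-score of the integrated calcium signal more than 4 SD below the library mean, with starting fluorescence not abnormally high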;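 also: negative B-score means reduced calcium response which marks RGS4 activation or potentiation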
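test system = HEK293 cells with stable M3R and inducible RGS4 | schedule = recording 10 s baseline at 1 Hz, 100 s post-agonist | technique = Fluo4-AM (2 µM) calcium-flux fluorescence, kinetic read | measure = Agonist-evoked peak-minus-minimum fluorescence over baseline, integrated ratio, B score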
KCNK9 block: inhibitors of human KCNK9 two-pore domain potassium channel. HEK293 KCNK9, FluxOR thallium flux fluorescence; hits give low values. Q9NPC2. B-score at 10 µM. 1.2% of 310,000 active;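 active = ratio B-score over 3 SD below the library mean, with starting fluorescence within 5 SD of its mean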;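 also: negative B-score means less thallium flux so channel inhibition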
GSK3B inh: human GSK3beta kinase inhibition. 0.038% of 300,000 active. GST-GSK3beta kinase, ADP-Glo luminescence, 60 min; hits give low values. P49841. AID 2097. activity score (negative = inhibition), % at 10 µM;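 active = more than half of replicate wells score below -50%, meaning over 50% inhibition versus plate controls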;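 also: 0% = median DMSO wells and -100% = median GW8510 positive control wells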
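Test system – GST-tagged human GSK3beta kinase, cell-free · Incubation – 60 min enzyme reaction, room temperature · Signal – ADP-Glo luminescence · Also added – peptide substrate and ATP at 25 µM · Controls – DMSO neutral wells and GW8510 at 20 µM as positive · Buffer or medium – Tris/MgCl2 kinase buffer · Measure – Luminescence-derived activity versus plate DMSO and GW8510 wells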
PolyA inhibitor: yeast polyadenylation inhibition; AID 1875; calls only at 12 µM; 0.02% of 300,000 active; S. cerevisiae SKY197-pL101 polyadenylation reporter, beta-gal luminescence; efflux-impaired pdr1/pdr3 knockout yeast; score 100 = 6 SD above DMSO;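 active = lowest replicate activity score at least 50, where 100 means six control SD above control mean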;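 also: yeast exposed to compound for 9 h at 30 °C; higher score means more reporter readthrough which indicates perturbed polyadenylation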
KCNQ1 pot: potentiates or activates the human KCNQ1 potassium channel. B-score at 10 µM. 0.35% of 310,000 active. P51787. CHO-K1 KCNQ1, thallium flux FluxOR fluorescence; hits give high values. AID 2648;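 active = fluorescence ratio B-score, a plate-corrected score, at least three library SD, with initial intensity B-score within 5 SD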
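Doses: Single concentration per compound, DMSO matched to controls | Test system: KCNQ1-transfected CHO-K1 cells | Timing: 90 min dye loading and 20 min compound exposure, both at room temperature | Measured by: Kinetic FluxOR thallium fluorescence, 10-s 1-Hz baseline, 110-s post-stimulus read | Medium: Assay buffer with matched DMSO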
KCNK3 block: human KCNK3 channel inhibition, primary screen. CHO-KCNK3 thallium flux, FluxOR fluorescence; hits give low values. AID 602410. 0.84% of 340,000 active. O14649. B-score at 10 µM;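 active = B-score under library mean minus 4 SD, starting fluorescence ratio at most library mean plus 5 SD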;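 also: more negative B-score means stronger inhibition of thallium flux through KCNK3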
Target sequence (O14649 whole entry, looked up): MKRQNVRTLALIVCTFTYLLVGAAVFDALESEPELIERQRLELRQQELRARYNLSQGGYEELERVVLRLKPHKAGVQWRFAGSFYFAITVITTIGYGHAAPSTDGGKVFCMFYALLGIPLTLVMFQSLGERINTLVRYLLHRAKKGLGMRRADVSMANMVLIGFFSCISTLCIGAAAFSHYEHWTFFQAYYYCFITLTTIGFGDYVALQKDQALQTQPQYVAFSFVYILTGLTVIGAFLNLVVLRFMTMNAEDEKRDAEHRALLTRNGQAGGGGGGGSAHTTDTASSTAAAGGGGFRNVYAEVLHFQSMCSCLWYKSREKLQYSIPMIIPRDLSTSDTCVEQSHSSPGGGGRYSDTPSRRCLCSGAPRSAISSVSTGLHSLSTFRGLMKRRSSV
hERG protect: shields human hERG channel from block by proarrhythmic agents; 0.51% of 310,000 active; AID 1511; CHO-hERG, FluxOR thallium flux, dofetilide IC70 present; activation (rescue from dofetilide block), less the hit threshold, % at 10 µM; Q12809;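 active = activation above the mean of controls blocked by dofetilide plus 5 SD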;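 also: thallium influx through hERG after potassium depolarization seen as dye fluorescence rise; in these data hits start at about 4.7%; inactives centre near -7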
Dyrk1A ADPGlo: inhibitors of rat Dyrk1A kinase; Q63470; ADP-Glo luminescence, NFATc1 peptide; inhibition, % at 12.5 µM; 0.43% of 310,000 active; AID 504441; in the data active = inhibition above about 50%;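 also: plate controls were vehicle with enzyme for no effect and no enzyme for full effect; many of its hits are not listed in these tables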
GSK3 alpha inh: inhibitors of human GSK-3 alpha kinase; P49840; ADP-Glo luminescence, 60 min; inhibition, % at 10 µM; 0.1% of 320,000 active; AID 2650;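 in the data active = inhibition above about 50%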;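 also: GST-tagged GSK-3 alpha with peptide substrate and 25 µM ATP; 0% = DMSO neutral wells and 100% = GW8510 positive control wells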
Target sequence (P49840 whole entry, looked up): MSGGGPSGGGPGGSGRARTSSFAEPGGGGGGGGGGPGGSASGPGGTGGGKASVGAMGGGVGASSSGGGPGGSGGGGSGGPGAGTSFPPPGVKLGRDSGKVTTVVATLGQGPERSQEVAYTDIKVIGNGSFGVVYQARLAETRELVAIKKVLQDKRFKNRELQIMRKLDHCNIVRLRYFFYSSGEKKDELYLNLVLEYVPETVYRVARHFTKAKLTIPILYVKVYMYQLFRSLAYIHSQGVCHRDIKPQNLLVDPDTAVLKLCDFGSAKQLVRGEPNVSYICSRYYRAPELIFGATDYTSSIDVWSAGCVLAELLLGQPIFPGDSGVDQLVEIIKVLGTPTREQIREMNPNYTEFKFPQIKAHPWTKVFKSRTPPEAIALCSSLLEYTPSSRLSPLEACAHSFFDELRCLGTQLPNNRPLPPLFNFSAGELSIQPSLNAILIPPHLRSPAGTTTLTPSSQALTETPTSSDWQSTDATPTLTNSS
* = called active by the depositor; i = inactive; . = not tested or not shown. Some of the compounds tested; the hit share may differ from the screen's.

SMILES	KCNQ1 inh	RGS4 inh	RGS4 pot	KCNK9 block	GSK3B inh	PolyA inhibitor	KCNQ1 pot	KCNK3 block	hERG protect	Dyrk1A ADPGlo	GSK3 alpha inh
O=C(Nc1ccccc1F)Nc1ccccc1F	i	i	i	i	1	i	i	i	-4	2	-1
O=C(CN1C(=O)c2ccccc2S1(=O)=O)NCc1ccccc1Cl	i	i	i	i	0	i	i	i	0	4	-3
Cc1cccc(NC(=S)NC(NC(=O)OCc2ccccc2)C(Cl)(Cl)Cl)c1 (stereo not drawn)	i	i	i	i	-3	i	i	i	-15	4	0
C=CCOc1ccc2c(c1)C(=NO)c1cc(OCC=C)ccc1-2	i	5.6*	i	-7.8*	1	i	i	i	-1	31	-4
COc1ccc(C2(CNC(=O)Cc3ccc(OC)c(OC)c3)CCCC2)cc1	i	i	i	i	2	i	i	i	-21	1	2
CC(=O)Nc1cccc(C(=O)N/N=C/c2cccnc2)c1	i	i	i	i	-3	i	i	i	-3	5	0
CCN1C(=O)[C@@H]2[C@@H](c3ccc(SC4CCCCC4)cc3)N3CCC[C@@]3(C(=O)OC)[C@@H]2C1=O	i	i	i	i	1	i	i	i	-14	2	0
Cc1ccc(NC(=O)CSc2nncc3ccccc23)cc1	i	i	i	i	1	i	i	i	-4	-6	-1
COc1ccccc1N1CCN(CCCCOc2cccc3ccccc23)CC1	i	i	i	i	1	i	i	i	-31	-3	-1
CSc1nc2c(c(-c3ccccc3)c1C#N)CCC2	i	i	i	i	1	i	i	i	-12	5	0
COc1ccc(Cl)cc1-c1n[nH]c(=S)n1C1CCCCC1	i	i	i	i	0	i	i	i	3	4	1
CCOC(=O)C1C(=O)NC(C)C1c1ccccc1 (stereo not drawn)	i	i	i	i	2	i	i	i	-9	8	0
Cc1nc2ccc(NC(=S)N3CCC(C)CC3)cc2nc1C	i	i	i	i	-2	i	i	i	1	-3	-2
FC(F)(F)c1cc(-c2cccs2)nc(-n2cc(Cl)cn2)n1	i	i	i	i	-4	i	i	i	-12	3	1
O=C(NCCCc1ccccc1)C1CCC(CNc2c(N3CCCCC3)c(=O)c2=O)CC1 (stereo not drawn)	i	i	i	i	-3	i	i	i	-9	4	6
CCOc1ccc(-c2csc(Cn3c(CN4CCN(C)CC4)nc4ccccc4c3=O)n2)cc1	i	i	i	i	1	i	i	i	-9	4	0
Cc1cccc(NC(=O)NC2CC3CCC(C2)N3Cc2ccco2)c1 (stereo not drawn)	i	i	i	i	1	i	i	i	-10	-3	-1
O=C(N/N=C/c1ccc([N+](=O)[O-])o1)c1cc2ccccc2o1	i	i	i	i	-5	i	i	i	-12	-4	-1
CCCCCSc1nnc(-c2cc(Br)ccc2N)c(=O)[nH]1	i	i	i	i	-6	i	i	i	-16	-3	-5
COC(=O)CN(C(=S)Nc1ccccc1)C1CC(=O)N(c2ccc(OC)cc2)C1=O (stereo not drawn)	i	i	i	i	-1	i	i	i	-15	6	-3
CN(C)c1nc(-c2cccs2)cc(C(F)(F)F)c1C#N	i	i	i	i	-4	i	i	i	-3	.	3
CC(CCc1ccccc1)N1CCN(Cc2ccccc2)CC1 (stereo not drawn)	i	i	i	i	0	.	i	i	-3	-3	-1
CCc1sc(C(=O)NCCc2ccc(S(N)(=O)=O)cc2)cc1Br	i	i	i	i	-1	i	i	i	-12	2	1
O=C(Cn1nnc2ccccc21)N/N=C\C=C\c1ccccc1	i	i	i	i	3	i	i	i	6.7*	-15	1
CCCCN1C(=O)C(O)=C(C(C)=O)C1c1ccc(OC)cc1OC (stereo not drawn)	i	i	i	i	5	.	i	i	-1	2	-1

Structural class: the entries above containing a CF3 group.
SMILES	KCNQ1 inh	RGS4 inh	RGS4 pot	KCNK9 block	GSK3B inh	PolyA inhibitor	KCNQ1 pot	KCNK3 block	hERG protect	Dyrk1A ADPGlo	GSK3 alpha inh
FC(F)(F)c1cc(-c2cccs2)nc(-n2cc(Cl)cn2)n1	i	i	i	i	-4	i	i	i	-12	3	1
CN(C)c1nc(-c2cccs2)cc(C(F)(F)F)c1C#N	i	i	i	i	-4	i	i	i	-3	.	3

Additional structures:
SMILES	KCNQ1 inh	RGS4 inh	RGS4 pot	KCNK9 block	GSK3B inh	PolyA inhibitor	KCNQ1 pot	KCNK3 block	hERG protect	Dyrk1A ADPGlo	GSK3 alpha inh
Cc1ccc(S(=O)(=O)N2CCOC23CCN(S(=O)(=O)c2c(C)cc(C)cc2C)CC3)cc1	i	i	i	i	-4	i	i	i	-9	0	1
COc1cccc(-n2c(SCC(N)=O)nc3ccccc3c2=O)c1	i	i	i	i	2	i	i	i	-11	2	-5
CCOC(=O)c1cnc2c(C)cccc2c1NCc1ccco1	i	i	-12*	i	3	i	i	i	-12	30	0
CCn1cc(Cl)c(C(=O)Nc2c(C)nn(Cc3c(F)c(F)c(F)c(F)c3F)c2C)n1	i	i	i	i	3	i	i	i	-8	-6	.
Cc1cc2ccccc2n2c(SCC(=O)Nc3ccc(S(=O)(=O)N4CCC(C)CC4)cc3)nnc12	i	i	i	i	-5	i	i	i	-4	-10	-1
Cc1ccc(S(=O)(=O)N(CC(=O)Nc2ccc(F)cc2)C(=O)N2CCN(C)CC2)cc1	i	i	i	i	0	i	i	i	-9	-2	0
CCOc1ccc(-c2cc(C(=O)NCCCN3CCOCC3)c3ccccc3n2)cc1	i	i	i	i	2	i	i	i	-10	-5	2
Cc1ccc2c(c1)c1c(n2CC(O)Cn2nc(C)c(Br)c2C)C(=O)CCC1 (stereo not drawn)	i	i	i	i	-6	i	i	i	-7	5	-8
CCC(CC)=NNc1ccc(S(N)(=O)=O)cc1[N+](=O)[O-]	i	i	i	i	-1	i	i	i	-10	-1	-2
S=C(NCC1CCCO1)N1CCN(c2ccc(Cl)c(Cl)c2)CC1 (stereo not drawn)	7*	i	i	i	0	i	i	i	-15	-1	-2
Cc1ccc(C)c(NC(=O)NC2CCCCCCC2)c1	i	i	i	i	0	i	i	i	-10	3	-1
CCOC(=O)N1CCN(C(=S)Nc2cc(S(=O)(=O)N3CCOCC3)ccc2Cl)CC1	i	i	i	i	4	i	i	i	-19	1	.
Cc1ccc(N(C(=O)Cn2nnc3ccccc32)C(C(=O)NCc2ccco2)c2cccnc2)cc1 (stereo not drawn)	i	i	i	i	3	i	i	i	-10	-1	2
CCCn1nc(NC(=O)C2CCCO2)c2cc3ccc(C)cc3nc21 (stereo not drawn)	i	i	i	i	2	i	i	i	-9	-3	-1
C[C@H](N)c1nnc(SCC(=O)N(C)C)o1	i	i	i	i	0	i	i	i	-15	.	-2
Cc1cccc([C@@H]2[C@@H]3C(=O)N(Cc4ccccc4)C(=O)[C@@H]3[C@]3(Cc4ccccc4)C(=O)N(c4cccc(F)c4)C(=O)N23)c1	i	i	i	i	0	i	i	i	-1	3	.
CC(C)CC[n+]1ccccc1/C=C/c1ccc(N(C)C)cc1	i	i	i	i	-4	i	i	i	-31	9	2
O=C(c1cccc(S(=O)(=O)NCc2ccccc2)c1)N1CCN(Cc2ccccc2)CC1	i	i	i	i	3	i	i	i	-14	-3	-1
CCn1nnc(NC(=O)c2c(OC)cccc2OC)n1	i	i	i	i	-6	i	i	i	-12	-5	1
O=C(O)c1cccc(CN2C(=O)c3ccccc3C2=O)c1	i	i	i	i	-1	i	i	i	-4	12	-2
CC(=O)Nc1ccc(S(=O)(=O)Nc2ccc(S(=O)(=O)Nc3nccs3)cc2)cc1	i	i	i	i	6	i	i	i	-4	0	1
CCCCn1c(N)c(N(CCOC)C(=O)c2cc3c(s2)CCC(C)C3)c(=O)[nH]c1=O (stereo not drawn)	i	i	i	i	1	i	i	i	-15	-2	-2
COc1cc(NC(=O)c2ccccc2[N+](=O)[O-])ccc1NC(=O)C(C)C	i	i	i	i	-1	i	i	i	-2	.	-2
COc1cccc(NC(=O)N2CCCC2C(=O)NC(C)C)c1 (stereo not drawn)	i	i	i	i	0	i	i	i	-4	6	-1
Cc1cc(S(=O)(=O)n2[nH]c(=O)c(CCO)c2C)c(Cl)cc1Cl	i	i	i	i	0	i	i	i	-3	1	-2
Other results:
SMILES	KCNQ1 inh	RGS4 inh	RGS4 pot	KCNK9 block	GSK3B inh	PolyA inhibitor	KCNQ1 pot	KCNK3 block	hERG protect	Dyrk1A ADPGlo	GSK3 alpha inh
CCc1ccc(-n2c(C)cc(/C=N/NC(=O)OC)c2C)cc1	i	i	i	i	-1	i	i	i	-11	7	-2
Clc1ccccc1CNc1ncnc2nc[nH]c12	i	i	i	i	-5	i	i	i	-7	22	7
O=C(CSc1ncnc2sc(-c3ccccc3)cc12)NC1CCS(=O)(=O)C1 (stereo not drawn)	i	i	i	i	-1	i	i	i	-5	-3	.
CSCCC(NC(=O)c1cccc(C)c1)C(=O)OCN1C(=O)c2ccccc2C1=O (stereo not drawn)	i	i	i	i	-1	i	i	i	-11	17	-5
O=C(NCCc1ccc(Cl)cc1)C1CCCN(S(=O)(=O)N2CCCCCC2)C1 (stereo not drawn)	i	i	i	i	2	i	i	i	-3	0	2
O=C1CCN(CCc2ccccc2)CCN1CCO	i	i	i	i	3	i	i	i	-3	-3	1
N#Cc1nc(-c2ccccc2Cl)oc1N1CCCCC1	i	i	i	i	-1	i	i	i	-16	9	3
CCOC(=O)c1cc(NC(=O)c2c(C)noc2C)cc(C(=O)OCC)c1	i	i	i	i	4	.	i	i	-7	4	0
Fc1ccc(-c2n[nH]c(=S)c3ccccc23)cc1	i	i	i	i	-2	i	i	i	-14	2	-2
CCCC1(CCC)NC(=O)N(CC(=O)Nc2cccc(OC)c2)C1=O	i	i	i	i	2	i	i	i	-5	-1	0
COc1ccc(N(Cc2cc3cc(C)ccc3[nH]c2=O)C(C)=O)cc1	i	i	i	i	0	i	i	i	-8	-1	0
CN(C)/C=C(\c1cnc(Cl)s1)S(=O)(=O)c1ccccc1	i	i	i	i	-2	i	i	i	-3	1	-1
O=C(Cc1ccccc1Cl)N1CCN(c2ccccn2)CC1	i	i	i	i	1	i	i	i	-13	.	.
Cc1ccc(C(C(=O)NC2CCCC2)N(Cc2ccc(F)cc2)C(=O)c2csnn2)o1 (stereo not drawn)	i	i	i	i	3	i	i	i	-9	1	-1
O=C(CSc1ncccn1)NN=C1CCCCCCC1	i	i	i	i	2	i	i	i	-2	4	.
CCCCCCCn1c(=O)c(C(=O)OC)c(N)c2ccccc21	i	i	i	i	3	i	i	i	-18	14	-5
